Screens from PubChem.
Tb PFK block = blocks T. brucei phosphofructokinase; Potency, µM (highest dose often 57.5 µM), without a hit: at the top dose activity, negative = inhibition, usual class: inhibitors; 330,000 tested, 0.17% active; T. brucei PFK, ADP-Glo luminescence; O15648; AID 485367;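 note: potency is the fitted concentration of half-maximal effect; 0% = uninhibited 1x PFK enzyme wells and -100% = no-enzyme wells; nearly all actives have a fitted effect of over 60% in size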
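Activity is normalized to no-enzyme wells (full inhibition) and 1.25 nM enzyme wells (no inhibition). Reaction: 0.5 mM F6P, 0.1 mM ATP, 45 min RT, ADP-Glo luminescence; concentration-response curves fitted and classed by quality.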
GALK inh = inhibitors of human galactokinase | P51570 | Purified GALK, Kinase-Glo residual ATP luminescence | Potency, µM (doses to about 57.5 µM), without a hit: top-dose activity change, negative = inhibition, usual class: inhibitors | 270,000 tested, 0.007% active | AID 1868; note: potency is the fitted concentration of half-maximal effect; % is set by controls: 0 for no effect and ±100 for the full control effect
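Galactose (100 uM) and ATP (35 uM) were turned over by 5 nM GALK for 1 h at RT. Kinase-Glo Plus then converted the remaining ATP into a luminescent signal.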
Coupling enz = coupling enzyme interference in Giardia aldolase counter-screen; 290,000 tested, 0.67% active; coupling enzyme system counterscreen, AmpLite Red fluorescence; AID 2472; activity change, negative = inhibition, % at 58.2 µM, hits read low; in the data active = activity change below about -30%; note: % is set by controls: 0 for no effect and ±100 for the full control effect
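Counterscreen of the coupled detection system alone, without aldolase: glyceraldehyde-3-phosphate coupling enzymes plus AmpLite Red readout. Compounds at 57.5 uM final, 10 min RT preincubation, 20 min RT reaction, fluorescence 525/598 nm.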
MLL CXXC-DNA inh = inhibitors of human MLL CXXC domain-DNA interaction; Potency, µM (top dose mostly 115 µM), inactives show top-dose activity change, negative = inhibition, usual class: inhibitors; Q03164; 290,000 tested, 0.037% active; AID 2662; MLL-CXXC / FITC-HOXA9 DNA fluorescence polarization; active = well fitted inhibition curve with a large enough effect in the polarisation, with a control signal flat, not every such curve was filed as active; inconclusive = small, poorly fitted or top-dose-only effect, or effect the other way, or a change in a side signal; inactive = no such curve, though single readings can be large or run the other way; the % refers to the polarisation; note: potency is the fitted concentration of half-maximal effect
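Purified MLL-CXXC (added from a 7 uM solution) was preincubated 5 min at ambient with pinned compounds in 50 mM Tris-HCl pH 7.5, 50 mM NaCl, 1 mM DTT, 0.05% BSA. Fluorescein-labeled HOX-A9 DNA (50 nM solution) followed, 30 min, then polarization read.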
Giardia killer = kills Giardia lamblia | Giardia lamblia trophozoite viability | activity change, % at 7.66 µM, hits read low | 340,000 tested, 0.15% active | AID 540267; in the data active = activity change below about -80%; inconclusive = between about -30% and that limit;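 note: parasites exposed to compound for two days anaerobically before the ATP read; % is set by controls: 0 for no effect and ±100 for the full control effect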
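ATP-content bioluminescence gauges trophozoite survival. Cells (100/well) receive compound and incubate anaerobically for 48 hrs at 37 deg C; detection reagent follows for 15-30 min at room temperature.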
KCNH2 WT inh = KCNH2 (human, wildtype) channel inhibition. Q12809. U2OS, BacMam KCNH2, thallium flux FluxOr; stronger effect = lower value. activity change, % at 1.84 µM. 340,000 tested, 0.37% active. AID 720551;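 active = maximum activity change below -70%; inconclusive = maximum activity change between -70% and -50%; inactive = maximum activity change above -50%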; note: % is set by controls: 0 for no effect and ±100 for the full control effect
Target sequence (Q12809 whole entry, looked up): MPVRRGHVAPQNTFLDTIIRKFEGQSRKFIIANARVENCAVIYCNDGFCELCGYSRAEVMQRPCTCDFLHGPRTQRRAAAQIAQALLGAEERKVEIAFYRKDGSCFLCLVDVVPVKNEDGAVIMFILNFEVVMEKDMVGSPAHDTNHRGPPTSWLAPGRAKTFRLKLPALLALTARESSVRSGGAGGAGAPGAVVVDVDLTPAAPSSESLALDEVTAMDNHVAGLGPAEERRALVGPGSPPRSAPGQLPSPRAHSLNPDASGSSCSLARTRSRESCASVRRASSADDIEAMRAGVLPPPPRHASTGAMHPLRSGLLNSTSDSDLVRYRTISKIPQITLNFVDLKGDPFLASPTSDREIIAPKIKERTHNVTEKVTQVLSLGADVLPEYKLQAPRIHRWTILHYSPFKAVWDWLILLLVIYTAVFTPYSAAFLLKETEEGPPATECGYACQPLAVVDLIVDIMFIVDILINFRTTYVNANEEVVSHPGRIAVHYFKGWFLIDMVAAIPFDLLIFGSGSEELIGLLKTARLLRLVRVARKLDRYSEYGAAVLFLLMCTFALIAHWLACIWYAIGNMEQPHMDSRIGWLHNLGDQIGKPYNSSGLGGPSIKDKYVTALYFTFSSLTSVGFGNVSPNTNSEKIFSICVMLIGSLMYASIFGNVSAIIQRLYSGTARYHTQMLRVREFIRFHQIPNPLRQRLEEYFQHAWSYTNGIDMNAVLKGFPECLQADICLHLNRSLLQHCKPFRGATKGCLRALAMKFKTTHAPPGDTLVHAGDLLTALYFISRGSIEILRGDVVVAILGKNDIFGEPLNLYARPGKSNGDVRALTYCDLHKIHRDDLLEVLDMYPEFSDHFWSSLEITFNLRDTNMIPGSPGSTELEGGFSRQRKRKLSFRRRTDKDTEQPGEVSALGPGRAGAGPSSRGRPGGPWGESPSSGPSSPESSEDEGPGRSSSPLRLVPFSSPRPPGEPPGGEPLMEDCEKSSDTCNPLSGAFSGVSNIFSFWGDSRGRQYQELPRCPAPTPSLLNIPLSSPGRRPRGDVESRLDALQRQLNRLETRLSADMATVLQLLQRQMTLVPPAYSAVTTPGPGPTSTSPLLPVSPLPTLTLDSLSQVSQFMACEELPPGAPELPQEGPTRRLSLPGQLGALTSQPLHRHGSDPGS
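U2OS cells were transduced with wild-type KCNH2 virus (2.03 x 10^8 / mL) for 4 h at room temperature, then cultured overnight at 37 C. Thallium flux was read with FluxOr dye. Rate constants were normalized to DMSO controls.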
A-T KAP1 phos = potential ataxia-telangiectasia treatment; […] A-T fibroblasts, KAP-1 phosphorylation AlphaLISA; neocarzinostatin DNA damage 30 min before lysis; Potency, µM (top dose mostly 57.5 µM), for the others: at the top dose activation, hits mostly activators; 320,000 tested, 0.19% active; AID 485349; note: potency is the fitted concentration of half-maximal effect; % of control where 0% means no effect; nearly all actives have a fitted effect of over 45% in size
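ATM-like activity read as KAP-1 phosphorylation via AlphaLISA donor/acceptor antibody pairs after lysis and 6 hr at 25C. Cells were ATM-null patient fibroblasts ([…], hTERT), dosed 60 min, then exposed to the DSB inducer NCS for 30 min.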
Chronic BCR inh = inhibitors of chronic active B-cell receptor signaling. Potency, µM (doses to about 46.1 µM), inactives show top-dose ratio change, negative = lower green/red ratio, actives largely listed as inhibitors. 340,000 tested, 0.05% active. ABC-DLBCL IkBa-CBG/CBR reporter, luminescence ratio, 4 h; active = well fitted inhibition curve with a large enough effect in the signal ratio, with a control signal flat, not every such curve was filed as active; inconclusive = small, poorly fitted or top-dose-only effect, or effect the other way, or a change in a side signal; the % refers to the signal ratio;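 note: potency is the fitted concentration of half-maximal effect; plate controls were basal doxycycline-induced cells for no effect and cells given 10 µM MG132 for full effect; MG132 reads +100%, hits lower the ratio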
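Concentration-response series (up to 46 uM) were applied to TMD8 dual-reporter cells for 4 h at 37C with doxycycline. Green/red ratio, after filter-overlap correction, defined %Activity; red signal alone was normalised to basal cells and zero luminescence.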
TCR activator = T cell receptor activation | AID 504894 | Potency, µM (doses to about 9.22 µM), for inactives: top-dose activation of IL-2 secretion, hits mostly activators | 330,000 tested, under 10 active | primary human leukocytes, anti-CD3, IL-2 HTRF, 48 h; note: % of control where 0% means no effect
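48 hr co-incubation of compounds, a-CD3 beads and primary human leukocytes; IL-2 quantified homogeneously by HTRF with anti-IL-2 K and d2 conjugates.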
TSHR antag = human thyrotropin receptor antagonism | activity change, negative = inhibition, % at 11.5 µM | AID 504810 | 330,000 tested, 0.2% active | TSHR-expressing cells, TSH-stimulated cAMP HTRF, 2 h; stronger effect = lower value;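 active = activity change below a set negative limit, meaning inhibition stronger than a set level, cut at about -70% in these data; inconclusive = activity change between two set negative limits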; note: % is set by controls: 0 for no effect and ±100 for the full control effect
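Inhibition of cAMP made by TSHR-expressing cells under TSH stimulation (4nM final, EC80; 2 h, 37 deg C) is quantified with a one-step lysis HTRF kit, anti-cAMP cryptate versus cAMP-d2.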
An asterisk follows results filed as active; i = inactive; ? = inconclusive; · = not tested or not shown; [ ] = remark or other dose. Unless noted, calls come from the whole dose curve; as a rule, active = well fitted curve in the direction sought with a large enough effect; inconclusive = small, poorly fitted or top-dose-only effect, or another doubt; inactive = no such curve, though single readings can be large; an effect the other way counts as inactive or inconclusive.

compound	Tb PFK block	GALK inh	Coupling enz	MLL CXXC-DNA inh	Giardia killer	KCNH2 WT inh	A-T KAP1 phos	Chronic BCR inh	TCR activator	TSHR antag
CC(=O)N1CCc2cc(S(=O)(=O)CCC(=O)NCc3cccs3)ccc21	-2%	4%	2	-2%	4	-2	8%	1%	1%	11
Nc1ccccc1C(=O)NCCCN1CCOCC1	-3%	-2%	-1	9%	-21	-7	-11%	0%	10%	-3
CCc1nnc(NC(=O)c2c(-c3ccccc3)noc2C)s1	0%	-2%	1	?	23	-7	2%	-1%	7%	6
NC1=NC[C@H](Cc2ccc(O)cc2)N1CC1CCCCC1	5%	-3%	0	-1%	?	-7	-9%	-1%	-2%	1
CCOC(=O)CNC(=O)CSc1nnnn1-c1ccc(C)c(C)c1	-6%	-1%	0	-4%	18	2	2%	3%	3%	-8
CCCc1ccc(OC(=O)c2ccc(O)cc2Cl)cc1	-3%	-1%	5	16%	-9	-14	12%	?	-5%	-28
Cc1[nH]n(C)c(=O)c1N=Nc1ccc(S(C)(=O)=O)cc1	6%	·	-2	-9%	7	2	1%	10%	0%	-9
CCOC(=O)C(=Cc1c[nH]c2ccc(S(=O)(=O)N(C)C)cc12)C(=O)OCC	3%	-2%	-1	-5%	-23	-5	0%	?	-5%	-4
O=C(COc1ccccc1Cl)Nc1cc(Cl)ccc1O	2%	0%	2	7%	2	-5	2%	?	-5%	-7
Cc1cc(C)c(S(=O)(=O)N2CCOC2CNC(=O)C(=O)NCCc2c[nH]c3ccccc23)c(C)c1 (configuration not stated)	-3%	·	0	16%	-19	3	9%	-7%	-8%	5
CCN(CC)C(=O)CSc1nc2c(sc(=S)n2-c2ccccc2)c(=O)n1-c1ccc(OC)c(OC)c1	-23%	3%	-6	1%	-6	17	17%	-1%	2%	14
Cc1ccc(S(=O)(=O)N(C)CC(=O)OCC(=O)NC(=O)Nc2ccc3c(c2)OCCO3)cc1	3%	1%	0	7%	-10	-3	-6%	-1%	-2%[46.1 µM]	15
COc1cccc(OC)c1OCC(=O)Nc1ccc(S(=O)(=O)N2CCCC2)cc1	4%	·	·	·	-2	-22	12%	?	-1%	·
S=c1[nH]nc(COc2ccccc2)n1/N=C/C(Cl)=C/c1ccccc1	1%	-12%	-2	?	8	-5	-3%	-16%	0%	-18
COc1ccc(F)cc1C(=O)C1CCCN(Cc2cnc(N3CCCC3)s2)C1 (configuration not stated)	-2%	1%	1	0%	17	1	3%	?	6%	16
Cc1nnc(SCC(N)=O)n1CCc1ccccc1	0%	0%	1	6%	6	0	-3%	?	1%[46.1 µM]	?
Cc1ccc(S(=O)(=O)CC(O)COc2ccc(F)cc2Cl)c(C)c1 (configuration not stated)	-22%	-1%	-1	-10%	-6	-3	1%	-6%	1%	9
CC(=O)Nc1ccc(NC(=O)C(C)OC(=O)C(C)SCC(=O)Nc2ccc(C)cc2)cc1 (configuration not stated)	-4%	·	·	·	1	7	·	-10%	-1%	10
COc1cccc(N2CCN(Cc3ccco3)CC2)c1	1%	1%	0	-4%	8	1	0%	7%	·	7
COc1cccc2sc(N(CCN(C)C)C(=O)/C=C/c3cccs3)nc12	10%	-3%	-1	17%	24	15	-3%	?	-2%	-6
COc1cc(C(=S)N2CCC(Cc3ccccc3)CC2)ccc1OCC(N)=O	-4%	7%	2	-2%	-5	-1	-7%	-16%	-4%	3
CC1CC[C@@]2(OC1)O[C@H]1CC3[C@@H]4C[C@@H](O)[C@@]5(O)C[C@@H](O)[C@H](O)C[C@]5(C)[C@H]4CC[C@]3(C)[C@H]1[C@@H]2C (some centres not stated)	1%	·	2	-14%	5	-92*	-11%	-2%	9%	-2
COc1ccc(N2CCN(CC(O)COc3c(OC)cccc3OC)CC2)cc1 (configuration not stated)	23%	-1%	2	6%	9	-2	-7%	?	8%	8
CC(=O)c1c(N2CCCCC2)nc(=S)n(Cc2ccccc2)c1C	0%	-2%	4	16%	-8	4	-6%	0%	-2%	2
O=C(C[n+]1cc(-c2ccccc2)n2c1CCC2)c1cccs1	-2%	-8%	0	0%	-10	-6	-6%	-1%	·	3
Cc1cccc(C)c1NC(=O)CSc1nc2[nH]c(=O)cc(O)c2s1	-5%	·	·	·	-19	1	-7%	2%	3%	2
CCn1c(/N=C/c2c[nH]c3ccccc23)nc2ccccc21	-2%	-4%	-2	1%	-5	1	1%	?	6%	0
Nn1c(Cc2cccc3ccccc23)nnc1SCC(=O)NCC1CCCO1 (configuration not stated)	-7%	·	·	·	5	2	0%	-17%	0%	-1
COc1ccc(C(=O)C2CCCN(Cc3nc4ccccc4nc3C)C2)cc1OC (configuration not stated)	0%	-1%	-1	3%	6	5	-2%	?	-4%	1
CC(=O)Nc1ccc(NC(=O)COC(=O)C2CCC(C(C)(C)C)CC2)cc1 (configuration not stated)	1%	·	·	·	-4	8	7%	-7%	1%[46.1 µM]	1

(listing goes on)
compound	Tb PFK block	GALK inh	Coupling enz	MLL CXXC-DNA inh	Giardia killer	KCNH2 WT inh	A-T KAP1 phos	Chronic BCR inh	TCR activator	TSHR antag
COc1ccc(-c2c(N)n[nH]c2C)cc1OC	0%	5%	1	8%	7	-3	-1%	13%	-2%	7
Cc1ccc(-c2c3c([nH]c(=S)c2C#N)CCCC3)o1	-27%	5%	-18	?	-5	-11	3%	2%	-2%	-5
COc1ccc(N2CCN(C(=O)CNC(=O)Cn3c(C)cc4ccccc4c3=O)CC2)cc1	0%	1%	2	1%	-10	-5	-6%	-9%	2%	-11
CCOc1ccccc1NC(=O)CSc1nnc(-c2ccncc2)o1	0%	·	·	·	-16	-9	5%	?	15%	0
O=C(Cc1ccc2c(c1)OCO2)NN=Cc1ccc([N+](=O)[O-])o1	-22%	·	·	·	-102*	5	-15%	-4%	1%	5
COc1ccc(CN2CCN(S(=O)(=O)c3ccc(NC(C)=O)cc3)CC2)c(OC)c1OC	0%	1%	-8	0%	-18	-4	1%	-5%	3%	10
COc1ccccc1-n1c(SCC(=O)N2CCCCC2)nnc1-c1ccccc1O	0%	2%	-6	9%	5	5	-2%	-1%	9%	-11
O=[N+]([O-])c1ccc2c(c1)C(N1CCOCC1)/C(=C/COc1ccc3ccccc3c1Br)O2 (configuration not stated)	-1%	-3%	-6	5%	-4	4	4%	-1%	6%	-10
Cc1ccc(C)c(NS(=O)(=O)c2ccc(OCC(=O)NCc3cccnc3)cc2)c1	1%	1%	7	-3%	-12	0	-3%	4%	-6%[46.1 µM]	6
O=C(CCC1CCCC1)N1CCN(C2CCCC2)CC1	-3%	-2%	3	2%	7	4	-2%	?	-3%	-6
O=C(c1cccc(C(F)(F)F)c1)C1CCCN(Cc2cccn2-c2ccccn2)C1 (configuration not stated)	-9%	5%	-1	0%	-5	?	·	?	1%	0
O=C(Nc1ccc(-c2nc3ccccc3[nH]2)cc1)c1ccc2c(c1)OCO2	7%	-3%	·	160%[activator]	-5	7	-1%	14%	3%	6
Cc1ccc(-c2nnc(N3CCCCC3)c3ccccc23)cc1S(=O)(=O)N(C)C	-3%	-1%	-9	16%	-7	-13	0%	5%	0%	16
COc1ccc(OC)c(C(=O)COC(=O)c2cc(C)oc2C)c1	3%	-1%	-1	-2%	1	-8	4%	?	2%[46.1 µM]	-12
COc1ccc(OC)c(-n2nnnc2SCC(=O)Nc2ccc(C(=O)N3CCCCC3)cc2)c1	17%	0%	2	2%	11	10	1%	?	1%	-11
O=C(Nc1ccon1)c1cc2c(s1)CCCCCC2	1%	0%	3	11%	1	-27	11%	?	4%	-8
C[C@@H]1NC(=O)c2cc([N+](=O)[O-])cc(I)c2NCCCC[C@@H](C(N)=O)NC(=O)[C@H](CCC(=O)O)NC1=O	1%	·	5	2%	5	0	-3%	4%	5%	10
COc1ccc(CCc2nnc(CCC(=O)NCc3ccc4ncccc4c3)o2)cc1	-2%	6%	6	-3%	7	-3	1%	-7%	7%	0
O=C(Cc1cccs1)N/N=C\c1ccc(O)cc1	-7%	3%	3	18%	10	-7	-1%	?	1%	4
CCOc1ccc(S(=O)(=O)NCc2cccs2)cc1	-2%	0%	1	-5%	4	3	-4%	9%	-2%	12
O=C1NC(c2ccc(Br)cc2)Oc2ccccc21 (configuration not stated)	3%	-5%	0	21%	-10	8	4%	5%	·	4
Cc1cc(C)n2nc(SCC(=O)N(C)C)nc2n1	-2%	0%	3	-3%	27	-19	3%	-23%	1%	-4
CCC/C=N/NC(=O)c1[nH]c2c([N+](=O)[O-])cccc2c1C	-1%	0%	0	7%	4	i	4%	?	3%[46.1 µM]	-9
COc1ccc(CC(=O)Nc2ccc(-c3nnc(-c4ccc(C)cc4)o3)cc2)cc1	-1%	-4%	2	3%	8	-5	5%	2%	8%	14
